Screening results deposited in PubChem BioAssay by several laboratories.
FXN GAA850 act: frataxin GAA850 promoter activation; HEK293 lucGAA850 FXN promoter luciferase reporter, 24 h; percent of 10 µM SAHA response; activation, % at 6 µM; 0.56% of 360,000 active;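 active = activation above the average of all compounds screened plus 3 SD, cutoff fixed separately per campaign, cut at about 7.5% in these data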;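 note: 0% = DMSO wells and 100% = 10 µM SAHA wells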
hcDAF12 agonist: H. contortus DAF-12 activation, primary screen; HEK293 hcDAF-12 lit1-tk-luc reporter, luminescence; 0% DMSO, 100% Δ7-dafachronic acid; activation, % at 6.8 µM; 1.4% of 370,000 active;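 active = activation above the mean of all tested compounds plus 3 SD, cut at about 5.5% in these data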;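 note: 100% = response to 3 µM Δ7-dafachronic acid high control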
SMARCA2 activ: SMARCA2 function activation, primary screen | activation, % at 9.1 µM | 1% of 370,000 active | MG213 cells, MMTV-luciferase reporter, dexamethasone, overnight; in the data active = activation above about 7.8%;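 note: 0% = vehicle wells and 100% = reference activator wells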
DAX1 inh-1: NR0B1 (DAX1) inhibition; HEK293 Gal4-DAX1 luciferase reporter, luminescence; P51843; 0.99% of 340,000 active; inhibition, % at 6.75 µM; AID 504766;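 active = inhibition above the mean over all tested compounds plus 3 SD, cut at about 4.2% in these data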;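 note: 0% = DAX1-transfected cells with DMSO and 100% = empty-vector control cells with DMSO; inhibition shows as a rise in luminescence from relieved DAX1 repression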
Target sequence (P51843 207-470 limits assumed): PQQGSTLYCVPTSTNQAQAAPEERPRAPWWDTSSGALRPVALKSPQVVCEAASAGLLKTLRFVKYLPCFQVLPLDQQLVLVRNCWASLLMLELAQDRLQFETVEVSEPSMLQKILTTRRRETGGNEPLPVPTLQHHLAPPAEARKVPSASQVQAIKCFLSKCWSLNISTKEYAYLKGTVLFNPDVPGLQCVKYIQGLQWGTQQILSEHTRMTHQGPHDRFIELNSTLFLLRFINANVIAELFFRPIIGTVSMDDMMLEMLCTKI
PG9 binder: PG9 antibody binding by small molecule. TR-FRET gp120-PG9 antibody binding. 0.43% of 360,000 active. AID 624416. inhibition, % at 6.7 µM; in the data active = inhibition above about 8.5%
ssDAF12 agonist: activates DAF-12 receptor from parasite S. stercoralis; HEK293 ssDAF-12/GRIP1 lit1-tk-luc reporter, luminescence; % of 3 µM dafachronic acid response; activation, % at 6.8 µM; 1% of 370,000 active;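 active = activation above the mean over all tested compounds plus 3 SD, cut at about 0.9% in these data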;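 note: 0% = DMSO-only wells and 100% = 3 µM delta7-dafachronic acid wells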
hgDAF-12 ag: activates the H. glycines DAF-12 receptor ligand-binding domain; HEK293 GAL4-hgDAF12 UAS-luciferase reporter, agonist luminescence; normalized to butyrate control; activation, % at 6.8 µM; 1.8% of 370,000 active;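 active = activation above a cutoff set at the mean of all screened compounds plus 3 SD, cut at about 10% in these data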;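 note: 0% = DMSO wells and 100% = sodium butyrate wells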
Rev-erbA mod: modulates human Rev-erb alpha binding to DNA; activity, % at 10 µM; Rev-erbα–FITC-DNA binding, fluorescence polarization, 90 min; AID 1259318; P20393; 0.79% of 370,000 active;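 active = activity above about 14%, limit read from the data; passing the limit was not always enough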;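 note: 0% = DMSO wells with 35 nM protein and 100% = DMSO wells with 750 nM protein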
PLCb3 inh: PLC-beta3 (human) inhibition, primary screen. inhibition, % at 12.2 µM. Purified PLC-beta3, fluorogenic substrate, fluorescence. Q01970. 0.18% of 370,000 active; in the data active = inhibition above about 11%;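 note: 0% = median of compound wells on plate and 100% = full blocker control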
HGIII-sPLA2 inh: Inhibits HGIII-sPLA2 liposome hydrolysis, primary screen; Q9NZ20; QFRET BODIPY PC-A2 liposome hydrolysis, fluorescence; inhibition, % at 12.2 µM; 0.56% of 370,000 active; AID 743126;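 active = inhibition above mean plus 3 SD of compounds lying within the high and low control bounds, cut at about 19% in these data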;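 note: 0% = median of test compound wells and 100% = no enzyme DMSO wells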
Target sequence (Q9NZ20 whole entry, looked up): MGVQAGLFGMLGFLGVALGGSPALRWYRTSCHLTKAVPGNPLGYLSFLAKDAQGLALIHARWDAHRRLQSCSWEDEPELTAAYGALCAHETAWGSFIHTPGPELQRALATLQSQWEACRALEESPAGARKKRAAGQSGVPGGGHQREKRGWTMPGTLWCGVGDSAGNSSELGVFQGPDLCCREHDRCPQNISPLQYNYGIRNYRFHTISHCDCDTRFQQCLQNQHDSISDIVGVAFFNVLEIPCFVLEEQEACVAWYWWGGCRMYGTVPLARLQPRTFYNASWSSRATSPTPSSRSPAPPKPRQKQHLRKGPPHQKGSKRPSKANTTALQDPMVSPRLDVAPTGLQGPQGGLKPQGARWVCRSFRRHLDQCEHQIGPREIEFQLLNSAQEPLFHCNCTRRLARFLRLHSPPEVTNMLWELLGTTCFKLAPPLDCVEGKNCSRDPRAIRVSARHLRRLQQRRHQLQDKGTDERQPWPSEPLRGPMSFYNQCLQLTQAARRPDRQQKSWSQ
DAX1 inh-2: blocks DAX1 repression of SF-1 activated StAR promoter | HEK293T StAR-luciferase reporter, SF-1/DAX-1 repression relief | inhibition, % at 6.8 µM | 1.1% of 370,000 active | AID 652010;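 active = inhibition above the mean over all tested compounds plus 3 SD, cut at about 3.6% in these data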;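 note: 0% = DAX-1 cells with DMSO and 100% = cells lacking DAX-1 with DMSO; higher inhibition means more luminescence from relief of DAX-1 repression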
The depositor's hits bear a star; . = not tested or not shown. Rows were taken by chance, and some 7% of all compounds hit somewhere here.

Structure	FXN GAA850 act	hcDAF12 agonist	SMARCA2 activ	DAX1 inh-1	PG9 binder	ssDAF12 agonist	hgDAF-12 ag	Rev-erbA mod	PLCb3 inh	HGIII-sPLA2 inh	DAX1 inh-2
CCc1nnc(NC(=O)CSc2nnc(Cc3cc(=O)[nH]c(=O)[nH]3)n2-c2cccc(OC)c2)s1	0.3	0.9	-4	1.9	-0.1	-1.4	1.2	6	0	-17	-0.3
NC(=O)COc1ccc(-c2noc(COc3ccccc3[N+](=O)[O-])n2)cc1	-1.8	1.1	-3	0.0	-0.7	-0.7	0.9	6	-1	9	-0.5
COc1ccc(C(=O)C2CCCN(C(=O)c3csc(SC)n3)C2)cc1F (configuration not stated)	3.7	-1.1	-4	0.5	0.2	-0.9	-2.8	2	6	0	-1.1
Cc1ccc(NC(=O)NC(=O)CSc2nnc(-c3ccc(OC(F)F)cc3)n2N)c(C)c1	0.6	1.1	1	-0.9	1.4	-1.1	0.9	3	2	-57	0.3
O=C(C/C=N\O)Nc1ccc(Oc2ccccc2)cc1	2.5	-0.6	-1	-0.1	-2.0	-1.5	0.6	-2	-5	-4	-0.6
COC(=O)CC1=NN(c2nc3ccccc3s2)C(=O)/C1=C/N(C)C	0.2	-1.9	6	-1.4	0.2	-0.3	-1.1	0	-12	-1	0.8
Cc1ccc(C2OCC3(CO)COC(c4ccc(C)cc4)N23)cc1 (configuration not stated)	0.6	0.2	-4	1.0	0.8	-0.9	-0.2	0	0	1	0.5
O=C(CCCc1c[nH]c2ccccc12)N1CCOCC1	0.7	-1.1	-4	1.1	1.3	-0.7	7.1	8	-5	1	0.5
CSc1c(SCc2ccccc2)cnn(-c2ccccc2)c1=O	5.2	-0.7	1	-1.0	-4.0	-1.4	5.5	4	0	3	0.1
COC(CNC(=O)c1ccc(CS(=O)(=O)c2ccc(C)cc2)o1)OC	0.2	0.2	-3	0.1	-0.1	-0.9	-0.7	1	1	-32	0.4
COc1ccc(Nc2cc(=O)n(C3CCCCC3)c(=O)[nH]2)c(OC)c1	-3.3	0.6	-2	-1.1	0.5	-1.5	0.4	1	4	1	-0.4
Cc1ccc(S(=O)(=O)N2C(=O)CCC2C(=O)NCc2ccco2)cc1 (configuration not stated)	-0.5	0.0	0	0.1	-0.7	-1.9	1.3	0	0	2	-0.7
CC(C)c1nnc(NC(=O)c2nc(S(=O)(=O)Cc3ccc(F)cc3)ncc2Cl)s1	-9.0	-4.0	-14	-1.3	0.3	-1.3	-0.5	-2	-15	-2	-0.8
COc1ccc2[nH]c(=O)c(-c3noc(-c4ccc(F)cc4)n3)cc2c1	1.3	1.9	1	-0.1	0.6	-0.8	8.9	-19	-85	2	0.8
Cc1ccc(NC(=O)[C@@H](NC(=O)c2cccc(S(=O)(=O)N3CCOCC3)c2)C(C)C)cc1C	-0.3	-0.2	2	-0.8	-1.6	-1.6	1.9	-2	2	1	0.7
Cn1nc2c3ccccc3n(Cc3ccc(F)cc3)c2nc1=S	0.9	1.1	-2	2.4	0.6	-1.1	-0.1	2	1	-5	0.0
O=C(c1cc(COc2ccc3ncccc3c2)on1)N1CCC(O)CC1	1.9	-2.4	-3	-3.9	-1.3	-1.9	-1.1	-2	4	-4	-1.1
O=C(O)c1cccc(S(=O)(=O)NCCC(c2ccccc2)c2ccccc2)c1	-3.4	-0.6	-3	-0.9	-0.4	-1.5	0.8	2	-6	-33	-0.5
Cc1ccsc1C(=CCCN1CCC[C@@H](C(=O)O)C1)c1sccc1C	0.7	2.0	-2	-1.0	-1.8	-0.8	3.3	7	2	-6	-0.2
CCN(C(=O)CN1CCOCC1)C1(C)C(=O)c2ccccc2C1=O	-0.5	-0.5	0	2.2	1.5	-0.7	1.8	-6	2	-1	0.3
CCc1nnc(NC(=O)CSc2ccc(-c3nc4ccc(C)cc4[nH]3)cn2)s1	2.7	7.3*	8.7*	2.9	2.5	0.2	17*	-1	-21	-14	4.4*
COc1ccc(C(C)=O)cc1CN1C(=O)NC2(CCCCCCC2)C1=O	0.1	-0.7	11*	1.1	-2.2	-0.7	-0.8	-4	1	-1	0.1
CCOP(=O)(OCC)c1nc(-c2ccccc2Cl)oc1N1CCOCC1	-0.8	-1.2	3	-1.3	-4.3	-0.8	2.2	-2	-3	-2	0.2
CCN(CC)CCOC(=O)C12CC3CC(CC(C3)C1)C2	2.0	-0.9	-1	2.7	0.5	-1.7	-0.3	10	3	3	0.1
Cc1ccc(NC(=O)c2cc(C)nn2-c2ccccc2)c(C)c1	.	-2.2	-4	.	.	-1.8	-1.8	2	2	-2	-0.5

Continuation.
Structure	FXN GAA850 act	hcDAF12 agonist	SMARCA2 activ	DAX1 inh-1	PG9 binder	ssDAF12 agonist	hgDAF-12 ag	Rev-erbA mod	PLCb3 inh	HGIII-sPLA2 inh	DAX1 inh-2
Cc1nc(SC(C)C(=O)NCC2CCCO2)c2cc(-c3ccccc3)sc2n1 (configuration not stated)	-8.1	-2.7	0	-3.1	-3.8	-1.8	-6.4	-2	0	-7	-4.8
CN(C)/C=C/C(=O)c1ccc(Oc2ncccn2)cc1	1.8	0.6	4	2.2	-0.2	-1.2	0.3	-1	-5	-11	-0.4
N=C1C(c2nc(-c3ccc(Cl)cc3)cs2)=C(O)CN1CCCN1CCOCC1	0.5	-0.7	2	-0.8	0.8	-0.7	-1.8	-1	-4	-5	0.0
Cc1[nH]c2ccccc2c1C(=O)NS(=O)(=O)Nc1ccccc1	1.3	2.5	-5	-0.3	-4.0	-0.2	3.1	-1	0	13	0.1
CCN(c1ccccc1)S(=O)(=O)c1ccc(Oc2ccc(C(C)=O)cc2OC)nc1	-1.3	0.1	-2	-0.5	-1.6	-2.2	-2.4	3	-6	-2	-2.6
Clc1ccc(OCCSc2ncccn2)c2ccccc12	5.3	-0.4	6	1.3	-1.2	-1.2	3.4	7	0	-4	-0.2
CC(NC(=O)CNC(=O)Cc1cccc2ccccc12)c1ccc(S(N)(=O)=O)cc1 (configuration not stated)	1.4	0.4	-2	-0.3	-1.3	-1.0	-0.1	1	-9	-14	1.9
CN(CC(=O)NCc1ccccc1Cl)CC(=O)Nc1cccc(F)c1	-2.6	-0.1	-4	0.6	1.5	-1.0	-2.5	4	-2	-1	0.1
CCN(CC(=O)NC1CCS(=O)(=O)C1)C(C)C(=O)Nc1ccc(F)cc1 (configuration not stated)	0.5	-1.2	-1	-0.9	0.3	-1.3	0.5	1	-2	-7	0.2
CCOc1c(Cl)cc(C2NC(=O)NC(C)=C2C(=O)NCc2ccccc2)cc1OC (configuration not stated)	1.8	-0.2	0	2.5	2.3	-1.4	1.4	0	3	5	-0.3
O=C(COC(=O)C1CCN(S(=O)(=O)c2ccccc2)CC1)NC(=O)c1ccc(OC(F)F)cc1	-0.7	-1.4	0	0.3	0.2	-1.4	1.2	2	0	-1	0.1
Cc1cc(NC(=O)CN2C(=O)NC(C)(CC(C)C)C2=O)no1 (configuration not stated)	1.9	-1.1	2	0.6	-2.3	-0.7	-1.4	1	-4	-11	0.7
COc1cccc(NC(=O)CNC(=O)c2ccc(C)o2)c1	-0.3	0.8	2	-0.6	-1.6	0.1	0.1	-2	0	3	-0.2
CCC(C)Sc1ccc([C@@H]2[C@@H]3C(=O)N(C)C(=O)[C@@H]3[C@]3(C(=O)OC)CCCCN23)cc1OC (some centres not stated)	0.6	-2.5	1	-0.5	-0.3	-1.6	0.8	0	-5	-15	-0.2
Cc1ccc(-c2nnn(CCC(=O)Nc3ccc4c(c3)OCO4)n2)cc1	-3.1	-1.6	-1	-0.2	-2.0	-1.9	0.2	-7	-5	-7	0.7
CN1C(=O)S/C(=C\c2ccc(-n3cncn3)cc2)C1=O	0.8	0.9	-1	0.8	-0.2	-1.8	3.0	4	5	0	-0.4
Cc1ccccc1C(=O)Nc1ccc(Cl)cn1	0.9	1.7	0	3.0	1.7	-1.5	9.8	-3	1	6	1.0
COc1ccccc1CNC(=O)c1cccc(NC(=O)c2ccccc2)c1	-0.5	-1.9	-4	-2.2	1.1	-1.0	-5.5	3	-2	-7	-0.6
Cc1ncsc1C(=O)Nc1cccc(C(F)(F)F)c1	0.4	1.9	0	2.1	1.6	-0.7	3.1	1	-3	7	0.0
C=CCN1C(=O)[C@H]2CCC=C[C@H]2[C@@H]1c1cccc(C)c1	-1.2	-0.9	-3	-0.9	-0.6	-0.2	-0.2	2	1	9	-0.2
CC1=N/C(=C/c2ccco2)C(=O)O1	-0.9	1.0	-2	0.8	0.2	-0.6	0.9	1	-14	0	0.1
O=C(O)Cc1ccc(-n2cccc2)cc1	1.4	0.2	-2	-0.3	0.9	-1.0	0.6	-11	-4	0	0.5
COc1ccc(OC)c2c(C)cc(N3CCN(C(=O)c4ccc(C)cc4)CC3)nc12	3.2	-0.4	2	-0.3	-1.6	-1.3	-2.8	3	-26	-2	-0.3
C=CCN1C(=O)/C(=C2/Sc3ccc(OC)cc3N2C)SC1=Nc1ccc(OC)cc1	.	-1.6	-2	.	-1.7	-2.0	-4.5	-5	-2	16	0.5
Cc1cc(C)c(NC(=O)CN(C)C(=O)C2CC(=O)N(c3cccc4ccccc34)C2)c(C)c1 (configuration not stated)	-0.5	-0.2	-1	-0.2	-0.5	-0.9	-0.6	5	1	-5	0.2

Following part
Structure	FXN GAA850 act	hcDAF12 agonist	SMARCA2 activ	DAX1 inh-1	PG9 binder	ssDAF12 agonist	hgDAF-12 ag	Rev-erbA mod	PLCb3 inh	HGIII-sPLA2 inh	DAX1 inh-2
O=C(O)COc1ccc(/C=C2/SC(=S)N(Cc3ccccc3)C2=O)cc1	-0.4	-2.0	-2	-0.6	2.6	-1.2	-2.4	2	-10	3	0.7
O=C(c1c[nH]c2ccccc12)C(Cl)c1ccccc1 (configuration not stated)	-3.0	1.3	-3	-2.6	0.3	-1.0	-7.5	-2	-7	-1	-1.1
COc1ccc(-c2nn(-c3ccccc3)cc2C(=O)N2c3ccc(C)cc3C3CN(C)CCC32)cc1 (configuration not stated)	-2.4	-0.3	-2	-0.1	1.1	-1.5	-1.6	0	1	-12	-0.6
O=C(O)c1cccc(NC(=S)NC(=O)C(c2ccccc2)c2ccccc2)c1	1.6	-0.3	1	-0.1	-1.7	-0.7	0.3	-3	-4	-47	0.1
Cn1c(=O)c2c(SCC(=O)NCc3ccco3)nc(-c3ccccc3Cl)nc2n(C)c1=O	-1.5	-1.6	5	1.1	-1.0	-1.0	0.4	-3	-4	-1	-1.5
Oc1ccccc1C=NNC(=S)NC1CC2C=CC1C2 (configuration not stated)	1.3	-0.5	2	2.9	-0.8	-1.3	8.8	3	-172	21*	1.9
CC(C)C[C@@H](CNCC(=O)[C@H](C)NC(=O)c1[nH]cnc1C(=O)N[C@@H](C)CN)NC(=O)c1nc[nH]c1C(=O)N[C@@H](CO)C(=O)O	0.8	-1.1	0	1.0	-0.6	-0.3	-1.0	-7	0	-2	2.2
